HEK293 tox: cytotoxicity counter-screen for GLP-1 receptor inverse agonists. 0.13% of 410,000 active. Potency, µM (series often up to 38.3 µM), without a hit: at the highest dose activity change, negative = inhibition, hits mostly inhibitors. HEK293 cAMP-luciferase reporter cells, luminescence, 24 h;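 further: loss of luciferase light is scored as toxicity; potency means the concentration at half of the fitted maximal effect; on the % scale 0 is the no-effect control and ±100 the full control effect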
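Seeding density was 200 cells/uL; after overnight-length (12 h) culture, 23 nL compounds went on for 24 h at 37 °C. Readout used a luciferase detection reagent, luminescence taken after 12 min at room temperature.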
KB-V1 MDR tox: kills drug-selected multidrug resistant KB-V1 cells | KB-V1 MDR cells viability, CellTiter-Glo, 72 h | Potency, µM (top dose mostly 46.1 µM), inactives show at the highest dose activity change, negative = cytotoxicity, hits mostly cytotoxic | 3.4% of 400,000 active; further: potency means the concentration at half of the fitted maximal effect; on the % scale 0 is the no-effect control and ±100 the full control effect; nearly all actives have a fitted effect of over 60% in size
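Potencies derive from concentration-effect curves fitted to normalized luminescence (CellTiter-Glo) of KB-V1 cells treated for 72 h at 37 degrees C in phenol-red-free DMEM containing 10% FBS.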
D3 ag: agonists of human D3 dopamine receptor | D3R DiscoveRx beta-arrestin cells, luminescence, 90 min | max activation, % | 0.58% of 410,000 active | AID 652048; in the data active means max activation above about 30%; further: 0% is about no effect; mostly tested at two doses, the higher about 12 µM
Target sequence (P35462 whole entry, looked up): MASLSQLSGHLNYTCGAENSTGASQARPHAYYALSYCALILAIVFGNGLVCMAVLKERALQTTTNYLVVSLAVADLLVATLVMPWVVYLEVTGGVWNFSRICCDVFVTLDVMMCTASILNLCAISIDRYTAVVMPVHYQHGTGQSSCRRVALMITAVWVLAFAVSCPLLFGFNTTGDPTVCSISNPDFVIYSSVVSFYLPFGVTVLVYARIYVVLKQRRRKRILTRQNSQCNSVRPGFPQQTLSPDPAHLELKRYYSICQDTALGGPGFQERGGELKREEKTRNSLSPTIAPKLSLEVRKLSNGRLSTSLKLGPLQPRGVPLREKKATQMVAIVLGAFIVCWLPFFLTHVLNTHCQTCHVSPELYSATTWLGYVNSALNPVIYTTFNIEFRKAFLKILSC
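Cells at 1500/well, incubated overnight, then treated with pinned compounds (dopamine as control) for 90 min at 37 degrees C. DiscoveRx reagent added for 30 - 60 minutes at room temperature; luminescence read.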
GLP1R ag: activates the human GLP-1 receptor; P43220; HEK293 GLP-1R CRE-luciferase, luminescence, 4-6 h; cells express a hypersensitive GLP-1R form; Potency, µM (highest dose often 45.6 µM), without a hit: at the top dose activation, most hits filed as activators; 0.007% of 380,000 active; further: potency means the concentration at half of the fitted maximal effect; % of control where 0% means no effect
PTHR1 ag: PTHR1 (human) receptor agonism | 0.075% of 410,000 active | AID 743266 | Q03431 | HEK293 GP2 PTHR1 cells, GloSensor cAMP luminescence, 1 h | Potency, µM (doses to about 115 µM), inactives show at the top dose activation, usual class: activators; further: potency means the concentration at half of the fitted maximal effect; nearly all actives have a fitted effect of over 55% in size; some results filed as inactive show a strong effect at the top dose; inactives centre near -15; many of its hits are not listed in these tables
Target sequence (Q03431 whole entry, looked up): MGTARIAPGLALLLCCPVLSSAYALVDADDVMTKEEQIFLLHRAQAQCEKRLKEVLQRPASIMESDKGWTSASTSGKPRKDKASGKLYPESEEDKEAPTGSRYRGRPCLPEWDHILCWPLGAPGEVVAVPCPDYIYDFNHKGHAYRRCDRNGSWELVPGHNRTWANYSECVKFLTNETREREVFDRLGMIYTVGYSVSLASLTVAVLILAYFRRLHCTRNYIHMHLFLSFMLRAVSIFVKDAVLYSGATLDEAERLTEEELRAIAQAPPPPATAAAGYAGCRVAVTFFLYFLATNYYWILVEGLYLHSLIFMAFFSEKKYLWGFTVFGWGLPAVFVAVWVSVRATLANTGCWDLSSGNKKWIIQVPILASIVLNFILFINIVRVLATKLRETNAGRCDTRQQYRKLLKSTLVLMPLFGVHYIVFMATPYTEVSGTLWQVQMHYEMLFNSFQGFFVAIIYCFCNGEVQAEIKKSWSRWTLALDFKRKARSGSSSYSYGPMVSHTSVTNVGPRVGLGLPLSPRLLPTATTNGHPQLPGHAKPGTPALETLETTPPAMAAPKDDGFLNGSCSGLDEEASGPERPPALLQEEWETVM
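HEK-293-derived GP2 cells expressing PTHR1 and a GloSensor cAMP reporter, 3,000/well, plated overnight, given luciferin plus IBMX (each 0.5 mM as added) for 1 h at 37 °C, then compound for 1 h at 37 °C. Luminescence was read after 15 min at room temperature.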
TDP-43 yeast inh: rescues yeast growth from TDP-43 toxicity; 1.8% of 410,000 active; TDP-43 expressing yeast growth rescue, BacTiter-Glo, 24 h; Potency, µM (titrated, usually from 46.1 µM), inactives show at the highest dose growth rescue (activation), usual class: activators; further: potency means the concentration at half of the fitted maximal effect; % of control where 0% means no effect; nearly all actives have a fitted effect of over 50% in size
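Galactose-induced TDP-43 yeast, OD600=0.02, compound pinned; 24 hr, 30 deg C; BacTiter-Glo luminescence for growth. Inhibitors of TDP-43 toxicity read as activators.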
DRD3 antagonist: antagonists of human D3 dopamine receptor; P35462; D3R cells, DiscoveRx beta-arrestin luminescence, antagonist mode; active compounds read low; max response, negative = inhibition, %; 2.5% of 360,000 active; in the data active means max response below about -50%; inconclusive means no clear call, values can overlap the other calls; further: on the % scale 0 is the no-effect control and ±100 the full control effect; mostly tested at two doses, the higher about 12 µM
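Cells expressing the human receptor were seeded at 1500 cells/well, incubated overnight at 37 degrees C in 5% CO2, then exposed to library compounds with dopamine controls for 90 minutes at 37 degrees C before luminescent detection.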
aSyn rescue: rescues yeast growth from alpha-synuclein toxicity; 0.14% of 370,000 active; AID 652106; Yeast expressing alpha-synuclein, growth rescue, BacTiter-Glo, 24 h; Potency, µM (titrated, usually from 46.1 µM), inactives show top-dose growth rescue (activation), most hits filed as activators; further: potency means the concentration at half of the fitted maximal effect; % of control where 0% means no effect; nearly all actives have a fitted effect of over 65% in size
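Screening used galactose-induced yeast with toxic alpha-synuclein levels, exposed to compound for 24 hr at 30 deg C. Cell growth, read with BacTiter-Glo luminescence, gave the measured signal.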
GLP-1R inv ag: GLP-1 receptor (human) inverse agonism; P43220; HEK293 GLP-1R CRE-luciferase, luminescence, 24 h; GLP-1R form is constitutively active; 1.6% of 410,000 active; Potency, µM (titrated, usually from 38.3 µM), without a hit: top-dose activity change, negative = inhibition, hits mostly inhibitors; further: potency means the concentration at half of the fitted maximal effect; on the % scale 0 is the no-effect control and ±100 the full control effect; nearly all actives have a fitted effect of over 55% in size
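Seeding at 200 cells/uL, 12 h culture, 24 hr compound treatment, then luciferase reagent and a luminescence read; cells are HEK293 stably expressing a constitutively active GLP-1R plus cAMP-responsive luciferase.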
Numbers without * were called inactive; i = inactive; ? = inconclusive; nt = not tested or not shown; [ ] = another dose, or the depositor's remark. Unless noted, the call rests on the fitted dose curve; in most records, active means well fitted curve in the direction sought with a large enough effect; inconclusive means small, poorly fitted or top-dose-only effect, or another doubt; inactive means no such curve, though single readings can be large; an effect the other way counts as inactive or inconclusive.

SMILES | HEK293 tox | KB-V1 MDR tox | D3 ag | GLP1R ag | PTHR1 ag | TDP-43 yeast inh | DRD3 antagonist | aSyn rescue | GLP-1R inv ag
Cc1ccc(C)c(N2CCN(C(=O)c3csc(C)c3C)CC2)c1 | -1% | -10% | -2 | 0% | -22% | ? | 1 | 4% | ?
COC(=O)CCCC1=CC2=CC(=O)C(C)(OC(=O)c3cccs3)C(=O)C2=CN1Cc1ccco1 (stereo not drawn) | -7% | 28% | 1 | -5% | 1% | -6% | -15 | 1% | 30%
COc1ccc(Nc2nc3ccc(C)cn3c(=O)c2/C=N/O)cc1 | 2% | -12% | 20 | 19% | -9% | -25% | 23 | 1% | 15%
Cc1ccc(C(=O)N/C(=C\c2cccs2)C(=O)N2CCN(C)CC2)cc1C | 19% | nt | 0 | 13% | -3% | -16% | 3 | 2% | 9%
CCNC(=O)C1(C)CCCN(Cc2ccc(Oc3ccccc3)cc2)C1 (stereo not drawn) | -3% | ? | -12 | 1% | -14% | 18% | 9 | 1% | 10µM*
Cc1c(O)ccc2c(CC(=O)N[C@@H](Cc3ccccc3)C(=O)O)cc(=O)oc12 | nt | -7% | -4 | -3% | -14% | -5% | -6 | -3% | 16%
Cc1cc(Oc2ccc(Br)cc2)nc(SCC(=O)c2ccccc2)n1 | -12% | ? | 7 | -7% | -24% | -26% | 1 | -4% | ?
Cc1ccc(-c2nnn(CC(=O)N(CCO)C(C(=O)NC(C)(C)C)c3ccncc3)n2)cc1 (stereo not drawn) | 4% | 13% | -21 | -4% | -2% | -28% | ? | -4% | 0%
COc1ccc(-c2c3c(nc4sc5c(Cl)nc(C)nc5c24)CCC3)cc1 | 1% | ? | 6 | -1% | -3%[57.5 µM] | -3% | 16 | -4% | 36%
CC(C)CN1C(=O)NC(NS(=O)(=O)c2ccc(N)cc2)(C(F)(F)F)C1=O (stereo not drawn) | -3% | -8% | -9 | -11% | -1% | 0% | -1 | -2% | 8%
C=CC1=C2C=C(C3CC3)N(C3CC3)C=C2C(=O)C(C)(OC(=O)c2ccco2)C1=O (stereo not drawn) | -8% | -7% | -5 | -1% | 5% | -21% | -17 | -3% | 18%
Cc1cccc(C)c1NC(=O)C(c1ccccc1)N1CCOCC1 (stereo not drawn) | -4% | 4% | 2 | -10% | i | -4% | 6 | -7% | -11%
CCCn1c(SCC(=O)NC)nc2sc3c(c2c1=O)CCC3 | -8% | -14% | 6 | 22% | i | 8% | -3 | 2% | 62%[activator]
CC(C)(C)OC(=O)N1CCC(c2c(C(=O)NCCN3CCC(Cc4ccccc4)CC3)cnn2-c2cccc(Cl)c2)CC1 | -14% | nt | -31 | nt | i | 21% | nt | nt | ?
CCc1ccc(-c2nc(CN3CCC(C(=O)NCc4ccccc4OC)CC3)c(C)o2)cc1 | ? | ? | -9 | 6% | i | -17% | -17 | nt | ?
CC(=O)N1CCc2cc(CNC(=O)Cc3ccc(F)cc3)ccc21 | 9% | nt | 1 | nt | i | ? | nt | nt | 7%
Oc1ccccc1N1CCN(c2ncnc3sc(-c4ccccc4)cc23)CC1 | -20% | 2% | 31* | 4% | i | ? | 69 | 2% | ?
COc1cccc(Cn2ccn(-c3ccc(F)cc3)c(=O)c2=O)c1 | 6% | nt | 2 | nt | i | 19% | nt | nt | 5%
COc1ccccc1N1CCN(C(=O)CSc2nc(C)c(C)c(=O)[nH]2)CC1 | -2% | ? | -19 | -3% | -20% | 6% | -17 | 1% | 15%
O=C(Cn1nc(Cc2cccnc2)c2ccccc2c1=O)NCC1COc2ccccc2O1 (stereo not drawn) | 3% | -9% | -8 | -5% | i | -11% | ? | 1% | -6%
O=C(Nc1c(C(=O)N2CCN(c3ccccc3F)CC2)oc2ccccc12)c1ccccc1F | -4% | ? | -4 | nt | i | -7% | nt | nt | ?
Cc1ccc(CNC(=O)CCCc2nc3ccccc3s2)cc1 | 14% | 0% | 5 | 2% | -25% | 0% | -15 | -1% | 0%
Cc1ccc(S(=O)(=O)N(Cc2c(F)cccc2Cl)C(=O)N2CCN(C)CC2)cc1 | -1% | 22% | 2 | -15% | i | -8% | 7 | -12% | 7%
Cc1cccc(OC(=O)c2ccc3c(=O)n4c(nc3c2)CCC4)c1 | -12% | -17% | 7 | 3% | -85%[inhibitor] | 17% | 31 | -6% | 3%
CC1CN(CC(O)COC2CCC(C(C)(C)C)CC2)CC(C)O1 (stereo not drawn) | -8% | 3% | -8 | -2% | -30% | -19% | 0 | 1% | ?
NC(=O)C1Cc2ccccc2CN1C(=O)c1cccc(Oc2ccccc2)c1 (stereo not drawn) | -17% | -8% | 11 | 18% | -10% | -11% | 16 | 3% | ?
O=C(NC1CCCCC1)c1ccc2c(c1)N(Cc1ccc(Cl)cc1)C(=O)c1ccccc1S2=O (stereo not drawn) | -11% | ? | 3 | -3% | i | 20% | nt | nt | ?
CCOc1cccc(NC(=O)C2CC(=O)N(C)C(=Nc3cccc(OC)c3)S2)c1 (stereo not drawn) | -13% | ? | 6 | nt | -13% | 35µM* | nt | nt | ?
Cc1ccc(C(=O)OCC(=O)NNC(=O)c2ccc([N+](=O)[O-])cc2)o1 | 3% | 0% | 3 | -7% | i | 13% | 5 | 3% | 7%
CN(C)c1ccc(/C=N/NC(=O)c2ccccn2)cc1 | -6% | -2% | -4 | -4% | -79%[inhibitor] | 14% | -7 | -18% | ?
Cc1ccccc1C(=O)Nc1ccc(N2CCN(C)CC2)nc1 | 7% | -11% | -1 | 9% | -17% | -21% | -11 | -7% | -16%
CCn1c(C(C)NC(=O)c2cccs2)n[nH]c1=S (stereo not drawn) | 0% | -13% | -9 | 0% | i | 2% | 5 | -1% | -11%
COc1ccc(Cl)cc1-c1nc(SCC(=O)NC(C)C)n[nH]1 | 5% | ? | 8 | 1% | i | 13% | 1 | 1% | 7%
Cc1cccnc1CCNC(=O)C1CCC(=O)N(Cc2cccc(F)c2)C1 (stereo not drawn) | 16% | -1% | -7 | 1% | -11% | 0% | 13 | -5% | 7%
CCOC(=O)c1c(NC(=O)CSc2cn(CCNC(=O)c3c(F)cccc3F)c3ccccc23)sc2c1CCCC2 | 6% | 11% | 6 | 1% | 0% | 11% | nt | nt | 11%
Cc1cc(C)cc(NC(=O)Nc2ccc(Cl)cn2)c1 | 9% | ? | 10 | -5% | i | ? | 7 | -5% | 11%
COc1ccc(Cl)cc1/C=C1/C(=O)ON=C1C | -10% | -15% | -23 | 5% | -59% | -4% | -19 | -6% | 19%
COc1ccc(CNC(=O)Cn2c(=O)n3nc(-c4cccc(F)c4)nc3c3ccccc32)cc1OC | -6% | ? | -2 | nt | i | 14% | nt | nt | 10%
COc1ccc(CN2CCc3ccccc3C2)cc1Br | -5% | -17% | -7 | 22% | -8% | -10% | -92* | 2% | ?
O=C(O)CC(NCc1ccco1)C(=O)OCCc1ccccc1 (stereo not drawn) | 20% | 0% | 7 | -6% | -17%[57.5 µM] | 4% | ? | 0% | 1%

Sorted by molecular weight (largest number first): some entries from above
SMILES | HEK293 tox | KB-V1 MDR tox | D3 ag | GLP1R ag | PTHR1 ag | TDP-43 yeast inh | DRD3 antagonist | aSyn rescue | GLP-1R inv ag
COc1ccc(CNC(=O)Cn2c(=O)n3nc(-c4cccc(F)c4)nc3c3ccccc32)cc1OC | -6% | ? | -2 | nt | i | 14% | nt | nt | 10%
Cc1ccc(S(=O)(=O)N(Cc2c(F)cccc2Cl)C(=O)N2CCN(C)CC2)cc1 | -1% | 22% | 2 | -15% | i | -8% | 7 | -12% | 7%
CCOc1cccc(NC(=O)C2CC(=O)N(C)C(=Nc3cccc(OC)c3)S2)c1 (stereo not drawn) | -13% | ? | 6 | nt | -13% | 35µM* | nt | nt | ?
Cc1cccnc1CCNC(=O)C1CCC(=O)N(Cc2cccc(F)c2)C1 (stereo not drawn) | 16% | -1% | -7 | 1% | -11% | 0% | 13 | -5% | 7%
COc1ccc(Cl)cc1-c1nc(SCC(=O)NC(C)C)n[nH]1 | 5% | ? | 8 | 1% | i | 13% | 1 | 1% | 7%
COc1ccc(CN2CCc3ccccc3C2)cc1Br | -5% | -17% | -7 | 22% | -8% | -10% | -92* | 2% | ?
CC1CN(CC(O)COC2CCC(C(C)(C)C)CC2)CC(C)O1 (stereo not drawn) | -8% | 3% | -8 | -2% | -30% | -19% | 0 | 1% | ?
COc1ccc(Cl)cc1/C=C1/C(=O)ON=C1C | -10% | -15% | -23 | 5% | -59% | -4% | -19 | -6% | 19%

Further records follow.
SMILES | HEK293 tox | KB-V1 MDR tox | D3 ag | GLP1R ag | PTHR1 ag | TDP-43 yeast inh | DRD3 antagonist | aSyn rescue | GLP-1R inv ag
Cc1cc(C)c(N2C(=NC(=O)CCCC(=O)O)SC3CS(=O)(=O)CC32)c(C)c1 (stereo not drawn) | 2% | 7% | 4 | -9% | i | 0% | 19 | 2% | 0%
CC1(C)Cc2c(cnn2-c2ccc(F)cc2)C(NC(=O)CCCN2CCCCC2=O)C1 (stereo not drawn) | 6% | ? | 4 | 3% | -12% | 27% | 11 | 3% | -4%
COC(=O)C(C(=O)OC)c1ccccc1CNS(=O)(=O)c1ccc(C)cc1 | 12% | ? | -2 | nt | -24% | 9% | 5 | 8% | 11%
COC(=O)CSc1nnc(CNC(=O)c2ccc(S(=O)(=O)N3CCCCC3)cc2)n1C | -16% | 1% | 9 | -17% | -8%[57.5 µM] | -17% | -9 | -9% | 0%
COc1cccc(NC(=O)CSC2=Nc3ccccc3C3=NC(CC(=O)NCc4ccccc4OC)C(=O)N23)c1 (stereo not drawn) | -15% | 13% | -13 | nt | -9% | -4% | nt | nt | 16%

Source: PubChem

These rows are one share of the data. The share of hits here may be higher or lower than overall.
